Screening results deposited in PubChem by several laboratories.
KCNK9 block – blocks the human KCNK9 two-pore domain potassium channel; Q9NPC2; AID 488922; HEK293 KCNK9, FluxOR thallium flux fluorescence; hits give low values; 310,000 tested, 1.2% active; B-score at 10 µM;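 active = ratio B-score over 3 SD below the library mean, with starting fluorescence within 5 SD of its mean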;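 also: negative B-score means less thallium flux so channel inhibition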
PolyA inh – inhibitors of polyadenylation in S. cerevisiae | S. cerevisiae SKY197-pL101 polyadenylation reporter, beta-gal luminescence; efflux-impaired pdr1/pdr3 knockout yeast; score 100 = 6 SD above DMSO | calls only at 12 µM | 300,000 tested, 0.02% active | AID 1875;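 active = lowest replicate activity score at least 50, where 100 means six control SD above control mean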;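 also: yeast exposed to compound for 9 h at 30 °C; higher score means more reporter readthrough which indicates perturbed polyadenylation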
KCNQ1 act – potentiators or activators of human KCNQ1 potassium channel | P51787 | B-score at 10 µM | CHO-K1 KCNQ1, thallium flux FluxOR fluorescence; hits give high values | 310,000 tested, 0.35% active;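 active = fluorescence ratio B-score, a plate-corrected score, at least three library SD, with initial intensity B-score within 5 SD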
Target sequence (P51787 whole entry, looked up): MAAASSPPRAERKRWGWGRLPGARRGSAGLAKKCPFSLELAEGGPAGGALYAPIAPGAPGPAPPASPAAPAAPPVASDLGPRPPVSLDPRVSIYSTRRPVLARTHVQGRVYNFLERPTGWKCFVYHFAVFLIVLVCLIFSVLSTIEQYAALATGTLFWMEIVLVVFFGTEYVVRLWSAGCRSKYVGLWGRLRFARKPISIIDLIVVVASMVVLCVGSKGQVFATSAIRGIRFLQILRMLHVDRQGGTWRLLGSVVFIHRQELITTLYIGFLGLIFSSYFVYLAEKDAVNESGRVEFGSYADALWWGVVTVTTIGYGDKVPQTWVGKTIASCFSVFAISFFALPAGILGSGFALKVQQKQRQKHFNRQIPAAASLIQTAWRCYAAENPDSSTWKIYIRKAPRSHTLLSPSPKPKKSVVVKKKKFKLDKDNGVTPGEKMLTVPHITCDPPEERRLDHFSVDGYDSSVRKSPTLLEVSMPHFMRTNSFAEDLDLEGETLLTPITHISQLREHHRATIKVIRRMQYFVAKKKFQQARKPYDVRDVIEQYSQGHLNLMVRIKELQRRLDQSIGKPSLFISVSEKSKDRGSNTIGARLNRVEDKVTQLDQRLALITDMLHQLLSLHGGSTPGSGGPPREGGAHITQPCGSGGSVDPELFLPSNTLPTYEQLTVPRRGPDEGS
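Assay system: CHO-K1 cells stably expressing KCNQ1. Medium: assay buffer for compound exposure, DMSO matched across wells. Timing: 37 °C overnight plating, 90-min dark dye load, 20-min compound pretreatment. Signal: kinetic FluxOR fluorescence, 10 s baseline plus 110 s post-stimulus.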
hERG rescue – hERG (human) protection from proarrhythmic block. AID 1511. activation (rescue from dofetilide block), less the hit threshold, % at 10 µM. 310,000 tested, 0.51% active. CHO-hERG, FluxOR thallium flux, dofetilide IC70 present;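 active = activation above the mean of controls blocked by dofetilide plus 5 SD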;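 also: thallium influx through hERG after potassium depolarization seen as dye fluorescence rise; in these data hits start at about 4.7%; inactives centre near -7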
Dyrk1A ADPGlo – inhibitors of rat Dyrk1A kinase. Q63470. ADP-Glo luminescence, NFATc1 peptide. inhibition, % at 12.5 µM. 310,000 tested, 0.43% active. AID 504441; in the data active = inhibition above about 50%;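 also: plate controls were vehicle with enzyme for no effect and no enzyme for full effect; many of its hits are not listed in these tables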
RGS4 block – human RGS4 inhibition; 310,000 tested, 0.45% active; B-score at 10 µM; HEK293 M3R/RGS4 inducible, Fluo-4 calcium flux; hits give high values; triggered by carbachol at its EC20; AID 463165; P49798;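 active = B-score, a plate-corrected calcium signal, over three deviations above library mean, with baseline fluorescence within five deviations of library mean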;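 also: RGS4 expression induced by doxycycline in cells with stable M3 receptor; B-score is computed from the integrated fluorescence ratio over baseline after carbachol; higher B-score means a larger calcium signal and so more RGS4 inhibition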
Target sequence (P49798 whole entry, looked up): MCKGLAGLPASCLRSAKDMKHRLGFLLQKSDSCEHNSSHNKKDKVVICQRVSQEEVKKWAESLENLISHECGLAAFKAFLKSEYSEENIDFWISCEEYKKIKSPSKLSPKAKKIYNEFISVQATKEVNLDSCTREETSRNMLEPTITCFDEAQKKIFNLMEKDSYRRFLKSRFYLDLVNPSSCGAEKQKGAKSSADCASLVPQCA
KCNK3 block – human KCNK3 channel inhibition, primary screen; CHO-KCNK3 thallium flux, FluxOR fluorescence; hits give low values; B-score at 10 µM; 340,000 tested, 0.84% active;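 active = B-score under library mean minus 4 SD, starting fluorescence ratio at most library mean plus 5 SD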;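 also: more negative B-score means stronger inhibition of thallium flux through KCNK3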
GSK3A inh – human GSK-3 alpha kinase inhibition; 320,000 tested, 0.1% active; P49840; AID 2650; inhibition, % at 10 µM; ADP-Glo luminescence, 60 min;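 in the data active = inhibition above about 50%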;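 also: GST-tagged GSK-3 alpha with peptide substrate and 25 µM ATP; 0% = DMSO neutral wells and 100% = GW8510 positive control wells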
RGS4 pot – RGS4 potentiation or activation; HEK293 M3R/inducible RGS4, carbachol calcium flux Fluo4; hits give low values; B-score at 10 µM; 310,000 tested, 0.92% active; AID 463111;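 active = B-score of the integrated calcium signal more than 4 SD below the library mean, with starting fluorescence not abnormally high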;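 also: negative B-score means reduced calcium response which marks RGS4 activation or potentiation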
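Also added: carbachol at ECmax as muscarinic agonist stimulus; Assay system: HEK293 cells with stable M3R and inducible RGS4; Timing: overnight RGS4 induction, 30 min dye load 37 °C, 20 min compound RT; Measured by: Fluo4-AM (2 µM) calcium-flux fluorescence, kinetic read.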
KCNQ1 block – inhibitors of human KCNQ1 potassium channel | CHO-K1 KCNQ1, FluxOR thallium flux fluorescence; hits give high values | B-score at 10 µM | 310,000 tested, 1.3% active;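 active = compounds whose thallium flux B-score, printed positive for inhibition, exceeds three library SD while starting fluorescence stays within three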;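 also: channel opened by potassium depolarization with thallium stimulus after 20 min compound exposure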
GSK3beta inhib – human GSK3beta kinase inhibition | GST-GSK3beta kinase, ADP-Glo luminescence, 60 min; hits give low values | activity score (negative = inhibition), % at 10 µM | 300,000 tested, 0.038% active | AID 2097;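 active = more than half of replicate wells score below -50%, meaning over 50% inhibition versus plate controls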;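 also: 0% = median DMSO wells and -100% = median GW8510 positive control wells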
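Assay system: GST-fused GSK3beta enzyme, cell-free / Medium: Tris pH 7.5 buffer with MgCl2, DTT, BSA, heparin / Also added: peptide substrate plus 25 µM ATP (final) / Compound: 10 µM single point / Timing: kinase reaction with compound 60 min at room temperature / Detection: ADP-Glo luminescence / Benchmarks: DMSO neutral wells and GW8510 at 20 µM as positive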
Numbers without * were called inactive; i = inactive; . = not tested or not shown.

No.	canonical_smiles	KCNK9 block	PolyA inh	KCNQ1 act	hERG rescue	Dyrk1A ADPGlo	RGS4 block	KCNK3 block	GSK3A inh	RGS4 pot	KCNQ1 block	GSK3beta inhib
1	CN(CC(=O)Nc1ccccc1Cl)C(=O)COC(=O)/C=C/c1ccccc1	i	i	i	-11	-8	i	i	-1	i	i	2
2	C=CCn1c(=O)c(C(=O)Nc2cccnc2)c(O)c2ccccc21	i	i	i	-7	0	i	i	-3	i	i	0
3	Cc1ccc(S(=O)(=O)NCC(c2cccnc2)N2CCN(Cc3ccccc3)CC2)cc1 (configuration not stated)	i	i	i	-6	-1	i	i	-2	i	i	2
4	CCn1cc(/C=C/C(=O)c2ccc(O)cc2)c(C)n1	i	i	i	-8	17	i	i	1	i	i	4
5	COc1cccc(C(=O)Nc2ccc3nc4n(c(=O)c3c2)CCCC4)c1	i	i	i	-15	15	i	i	-3	i	i	-2
6	CCN(CC)S(=O)(=O)c1ccc(C(=O)NCc2n[nH]c(=S)n2-c2ccc(Cl)c(Cl)c2)cc1	i	i	i	-18	2	i	i	0	i	i	4
7	COc1ccc(C2=NOC3(CC(=O)N(c4ccc(C)cc4)C3=O)C2)cc1 (configuration not stated)	i	i	i	-13	2	i	i	-2	i	i	-1
8	CC(=O)N/C(=N/c1nc(C)cc(C)n1)Nc1ccc(NC(C)=O)cc1	i	i	i	-6	0	i	i	-7	i	i	0
9	CCc1ccc(N2CC(C(=O)Nc3ccc(S(=O)(=O)N4CCCCC4)cc3)CC2=O)cc1 (configuration not stated)	i	i	i	-2	11	i	i	0	i	i	3
10	O=C(Cc1ccccc1)NN1C(=O)/C(=C/c2ccccc2C(=O)O)SC1=S	i	i	i	-1	5	i	i	-6	i	i	-5
11	C[C@@H](NCCc1ccc(O)cc1)[C@@H](O)c1ccc(O)cc1	i	i	i	-2	5	i	i	-1	i	i	3
12	COCCSc1nnc(NC(=O)CSc2ccccc2)s1	i	i	i	-8	5	i	i	2	i	i	1
13	COc1cc(OC)cc(C(=O)NCCSC2CCCCC2)c1	i	i	i	-5	-5	i	i	-1	i	i	1
14	CCCNc1c(F)c(F)c2c(C)c3ccccc3nc2c1F	i	i	i	-12	2	i	i	.	-7.5*	i	1
15	CC(SCc1cn2cc(Cl)ccc2n1)C(=O)O (configuration not stated)	i	i	i	-4	-3	i	i	-2	i	i	0
16	Cc1c(NC(=O)c2noc(C(C)C)c2[N+](=O)[O-])c(=O)n(-c2ccccc2)n1C	i	i	i	-8	-2	i	i	-1	i	i	2
17	CCOC(=O)C1CCN(C(c2cc3ccc(C)c(C)c3[nH]c2=O)c2nnnn2C2CCCCC2)CC1 (configuration not stated)	i	i	i	-8	-11	i	i	0	i	i	1
18	COc1ccccc1C(c1nnnn1C(C)(C)C)N1CCN(Cc2ccccc2)CC1 (configuration not stated)	-21*	i	i	-4	-3	i	-8.9*	0	i	i	-3
19	CCCC[C@H](CN(N=O)[C@@H](Cc1ccccc1)CN(C)N=O)N(CCc1ccccc1)N=O	i	i	i	-5	6	i	i	1	i	6*	-1
20	COc1cc(NC(=O)CN2C(=O)NC(C)(c3ccc4ccccc4c3)C2=O)c(C)cc1[N+](=O)[O-] (configuration not stated)	i	.	i	-6	0	i	i	0	i	i	-2
21	Cn1nc(C(F)(F)F)c(C(=O)Nc2ccc(Cl)cc2)c1Cl	i	i	i	-8	-1	i	i	-5	i	i	3
22	NC(=O)c1ccc2c(c1)S(=O)(=O)c1ccccc1C2=O	i	i	i	-1	6	i	i	2	i	i	-1
23	CC1OC2(OC1C)C(=O)Nc1ccccc12 (configuration not stated)	i	i	i	-6	-3	i	i	1	i	i	0
24	CS(=O)(=O)N(CC(=O)N1CCN(c2ccccc2F)CC1)c1ccc2c(c1)OCCO2	i	i	i	-8	0	i	i	.	i	i	3
25	CC1(C)CC(CC(=O)O)CC(C)(C)N1	i	i	i	-9	.	i	i	-1	i	i	1

Next section
No.	canonical_smiles	KCNK9 block	PolyA inh	KCNQ1 act	hERG rescue	Dyrk1A ADPGlo	RGS4 block	KCNK3 block	GSK3A inh	RGS4 pot	KCNQ1 block	GSK3beta inhib
26	CCOc1ccc(OCC)c(S(=O)(=O)NCCOC23CC4CC(CC(C4)C2)C3)c1	i	i	i	-7	4	i	i	3	i	i	2
27	COc1ccc(CNC(=O)[C@@H](C)NC(=O)C2CCN(C(=O)[C@@H](N)CCSC)CC2)cc1	i	i	i	0	0	i	i	-3	i	i	1
28	COc1ccc(CN2CCN(S(=O)(=O)c3ccc(F)cc3)CC2)c(OC)c1OC	i	i	i	-11	1	i	i	0	i	i	-2
29	Cc1cc(Br)cc2c1NC(=O)C2(O)CC(=O)c1ccco1 (configuration not stated)	i	i	i	-12	-1	i	i	-1	i	i	0
30	COc1ccc(/C=N/NC(=O)c2cccnc2)cc1COc1ccc(NC(C)=O)cc1	i	i	i	-11	8	i	i	-2	i	i	2
31	O=C1C2C3C=CC(CC3)C2C(=O)N1c1ccc(Cl)cc1 (configuration not stated)	i	i	i	-7	.	i	i	-3	i	i	-8
32	CN(C)S(=O)(=O)c1ccc2c(c1)C(CC(=O)O)OC2=O (configuration not stated)	i	i	i	-12	7	i	i	-1	i	i	1
33	COc1ccc(NC2CCCN(C(=O)c3ccc4nc(C)c(C)nc4c3)C2)cc1OC (configuration not stated)	i	i	i	-5	2	i	i	-2	i	i	0
34	CCC(=O)N1c2ccccc2NC2=C(C(=O)CCC2)C1c1ccco1 (configuration not stated)	i	.	i	-7	2	i	i	-3	i	i	-1
35	CCOC(=O)/C=C/C(=O)Nc1ccc(S(=O)(=O)N2CCc3ccccc32)cc1	i	i	i	-5	-2	i	i	-6	i	i	2
36	CCCCCC(=O)NC(=S)Nc1ccc(N2CCOCC2)cc1	i	i	i	-6	.	i	i	.	i	i	2
37	CN(C)C(=O)/C(=C\c1cccc(Oc2ccccc2)c1)NC(=O)c1ccccc1	i	i	i	-10	1	i	i	4	i	i	-1
38	O=C(COC(=O)C1CCN(S(=O)(=O)c2ccc3c(c2)OCCO3)CC1)Nc1cccc2ccccc12	i	i	i	-8	-1	i	i	0	i	i	-3
39	CC(C)C1Nc2ccc(S(N)(=O)=O)cc2C2C=CCC21 (configuration not stated)	i	i	i	-6	-3	i	i	-1	i	i	4
40	COc1ccc(C(c2sc3nc(C)nn3c2O)N2CCC(O)CC2)cc1OC (configuration not stated)	i	i	i	-10	-9	i	i	-2	i	i	0
41	CCN(CC)S(=O)(=O)c1cc(NC(=O)CSc2nccn2C)ccc1C	i	i	i	-5	1	i	i	1	i	i	2
42	Cc1cccc(Nc2nc(N)nc(CCl)n2)c1	i	i	i	-5	12	i	i	-1	i	i	3
43	COc1ccc(C(=O)NCC(=O)OCC(=O)c2ccc3c(c2)OCCO3)cc1	i	i	i	-9	-1	i	i	1	i	i	2
44	COC(=O)c1cnc(NNS(=O)(=O)c2ccc(C(F)(F)F)cc2)nc1C(F)(F)F	i	i	i	-10	.	i	i	-6	i	i	-2
45	Fc1cccc(Nc2ncnc3sc4c(c23)CCC4)c1	i	i	i	-13	1	i	i	1	i	i	-4
46	CCOc1cc(CNCc2cccs2)cc(Br)c1OC	i	i	i	-5	11	i	i	1	i	i	-2
47	Cc1ccc(Cn2nnc3c(=O)n(CC(=O)N4CCCc5ccccc54)cnc32)cc1	i	i	i	2	.	i	i	0	i	i	3
48	CC(C)(O)c1cn(-c2nonc2N)nn1	i	i	i	-11	-1	i	i	-5	i	i	-4
49	CC1CCCN(C(=O)COC(=O)Cc2c(F)cccc2Cl)C1 (configuration not stated)	i	i	i	-4	-1	i	i	2	i	i	-2
50	O=C(CC(Sc1ccc(Br)cc1)C(=O)O)c1ccc(Br)cc1 (configuration not stated)	i	i	i	-18	.	6.9*	.	-11	i	i	8

(more compounds)
No.	canonical_smiles	KCNK9 block	PolyA inh	KCNQ1 act	hERG rescue	Dyrk1A ADPGlo	RGS4 block	KCNK3 block	GSK3A inh	RGS4 pot	KCNQ1 block	GSK3beta inhib
51	CCc1nnc(N/N=C/c2cc(Br)c(O)cc2O)n1N	i	i	i	-4	25	i	i	-5	i	i	0
52	N/C(Cc1nc2ccccc2s1)=N\O	i	i	i	-8	4	i	i	-2	i	i	-28
53	CCOC(=O)Cc1cc(-c2ccccc2)nc2ccc3ccccc3c12	i	i	i	-6	1	i	i	-3	i	i	-1
54	O=C(COC(=O)c1ccccc1)Nc1ccccc1Sc1ccccc1	-9.8*	i	i	-5	8	i	i	5	i	i	0
55	CCOc1cc(NC(=O)c2ccccn2)c(OCC)cc1NC(=O)c1ccc(OC)cc1	i	i	i	-13	-39	i	i	.	i	i	1
56	CNC(=O)c1ccccc1Sc1ccccc1C#N	i	i	i	-4	0	i	i	-2	i	i	-6
57	CCCc1nnc(NC(=O)Nc2ccc(OC)cc2)s1	i	i	i	-3	-6	i	i	-4	i	i	1
58	COC(=O)c1ccc(OC(=O)CCN2C(=O)C3CCCCC3C2=O)cc1 (configuration not stated)	i	i	i	-8	-3	i	i	-1	i	i	-3
59	CCCCOC(=O)c1ccc(O)cc1	i	i	i	-6	-4	i	i	1	i	i	-4
60	CCCCn1c(SCC(=O)NC2CCS(=O)(=O)C2)nc2cc(S(N)(=O)=O)ccc21 (configuration not stated)	i	i	i	-3	-7	i	i	1	i	i	-1
61	COc1ccc(F)cc1S(=O)(=O)NC1CCCC1	i	i	i	-6	0	i	i	-3	i	i	2
62	COc1ccc(OC)c(-n2c(-c3ccccc3)n[nH]c2=S)c1	i	i	i	-10	.	i	i	-2	i	i	-2
63	C/C(=N\NC(=O)c1sccc1-n1cccc1)c1cccs1	i	i	i	-16	-3	i	i	1	i	i	0
64	COc1cc(NC(=O)c2ccc(NS(=O)(=O)c3c(C)noc3C)cc2)cc(OC)c1	i	i	i	-15	.	i	i	-2	i	i	-1
65	Cc1ccc(C)c(C(=O)Nc2nc3ccccc3[nH]2)c1	i	i	i	0	-2	i	i	-5	i	i	-1
66	O=C(Cc1cccc2ccccc12)N/N=C/c1ccc(F)cc1	i	i	i	-5	-4	i	i	-1	i	i	0
67	CCOc1ccccc1NC(=O)c1cc(S(=O)(=O)N2CCC3(CC2)OCCO3)ccc1F	i	i	i	-11	-2	i	i	-3	i	i	-3

Only part of the results is shown; the hit share may differ from the screen's.
